Compound activity deposited in PubChem by National Center for Advancing Translational Sciences (NCATS).
HTT ATP protect: qHTS Multiplex Assay to Identify Dual Action Probes in a Cell Model of Huntington: Cytoprotection (ATP). 230,000 tested, 0.14% active. PC12 HTT-Q103 induced, cytoprotection, ATP luminescence, 40 h. Potency, µM (doses to about 56.4 µM), without a hit: cytoprotection (ATP increase), usual class: activators;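 note: % of control where 0% means no effect; nearly all actives have a fitted effect of over 45% in size; toxic huntingtin expression switched on by the ecdysone agonist tebufenozide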
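Quantitative HTS on tebufenozide-induced (100 nM) PC12 cells expressing HTTQ103 exon 1–GFP; compounds tested as a concentration series; survival measured via cellular ATP.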
Tau fluor cs: Counterscreen qHTS for Inhibitors of Tau Fibril Formation, Fluorescence Polarization. 280,000 tested, 0.93% active. tau K18 P301L Alexa594 fluorescence, heparin fibrillization. Potency, µM (titrated, usually from 57.7 µM), inactives show at the highest dose activity change, negative = decrease; note: % is set by controls: 0 for no effect and ±100 for the full control effect; nearly all actives have a fitted effect of over 55% in size
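Human tau K18 P301L (15 uM unlabeled, 0.24 uM Alexa 594-labeled) in 100 mM sodium acetate pH 7 with 20 uM heparin, 6 hr at 37 C. ThT 30 uM added, 1 hr ambient; Alexa 594 FP and total fluorescence read at 555/632 nm.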
TRb SRC2 PPI: qHTS for Inhibitors of the Interaction of Thyroid Hormone Receptor and Steroid Receptor Coregulator 2 | Thyroid hormone receptor beta (Homo sapiens), P10828 | TRbeta-SRC2 peptide binding, fluorescence polarization; receptor liganded with 1 µM T3 | 280,000 tested, 0.065% active | Potency, µM (titrated, usually from 106 µM), inactives show at the highest dose activity change, negative = inhibition, hits mostly inhibitors;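 note: plate controls were bound peptide for no effect and peptide without receptor for full effect; nearly all actives have a fitted effect of over 50% in size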
Target sequence (P10828 whole entry, looked up): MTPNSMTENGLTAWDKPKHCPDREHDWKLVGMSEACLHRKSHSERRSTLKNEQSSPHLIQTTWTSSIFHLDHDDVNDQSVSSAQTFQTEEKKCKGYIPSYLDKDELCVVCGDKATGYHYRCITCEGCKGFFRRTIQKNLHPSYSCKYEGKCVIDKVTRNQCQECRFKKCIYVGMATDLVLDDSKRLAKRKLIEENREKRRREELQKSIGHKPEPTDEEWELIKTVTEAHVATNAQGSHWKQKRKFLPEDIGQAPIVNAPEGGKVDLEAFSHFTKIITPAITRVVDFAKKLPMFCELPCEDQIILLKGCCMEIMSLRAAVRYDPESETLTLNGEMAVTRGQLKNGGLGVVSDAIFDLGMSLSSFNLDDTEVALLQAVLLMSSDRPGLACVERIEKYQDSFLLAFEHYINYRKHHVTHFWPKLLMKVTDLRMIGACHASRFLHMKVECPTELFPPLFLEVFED
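Compounds were added to 0.6 uM TRb ligand-binding domain and 20 nM Texas Red-labeled SRC2 peptide in Tris buffer containing 1 uM T3, incubated 5 hr at ambient temperature, then read by fluorescence polarization.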
RECQ1 helicase: qHTS Assay for Inhibitors of RecQ-Like Dna Helicase 1 (RECQ1); AID 2549, 2010; Potency, µM (doses to about 57.3 µM), for the others: top-dose activity, negative = inhibition, hits mostly inhibitors; RECQ1 DNA unwinding, red fluorescence kinetic read; 240,000 tested, 0.54% active;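 note: plate controls were vehicle for no effect and no enzyme for full effect; nearly all actives have a fitted effect of over 30% in size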
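50 nM RECQ1T1 preincubated 15 min with compound in Tris pH 8.0 buffer with MgCl2, DTT, Tween-20 and 2.5 ug/ml poly(dI-dC); started with 200 nM TAMRA/BHQ-2 forked duplex and 2 mM ATP. Unwinding read as fluorescence (525/598 nm), two reads 2 h apart.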
Tau fibril ThT: qHTS for Inhibitors of Tau Fibril Formation, Thioflavin T Binding; 270,000 tested, 2.1% active; Potency, µM (highest dose often 57.4 µM), for the others: at the highest dose activity, negative = inhibition, usual class: inhibitors; recombinant tau K18 P301L (four-repeat tau fragment), heparin-induced fibrillization, ThT fluorescence; note: % is set by controls: 0 for no effect and ±100 for the full control effect; nearly all actives have a fitted effect of over 55% in size
Target sequence (P10636 561-689 P618L limits assumed): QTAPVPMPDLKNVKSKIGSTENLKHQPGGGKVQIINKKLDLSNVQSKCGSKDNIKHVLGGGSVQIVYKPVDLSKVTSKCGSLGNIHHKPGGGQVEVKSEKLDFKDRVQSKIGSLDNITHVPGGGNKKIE
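In this qHTS, human K18 P301L tau is incubated with compound and heparin for 6 hr at 37 C, and Thioflavin T fluorescence then reports fibril load.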
L3MBTL1 inh: qHTS Assay for the Inhibitors of L3MBTL1; Lethal(3)malignant brain tumor-like protein 1 (Homo sapiens), Q9Y468; 230,000 tested, 0.66% active; Potency, µM (titrated, usually from 57.1 µM), for the others: top-dose activity, negative = inhibition, most hits filed as inhibitors; AlphaScreen L3MBTL1–H3K9me1 peptide binding; note: % is set by controls: 0 for no effect and ±100 for the full control effect; nearly all actives have a fitted effect of over 60% in size
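Read-out is AlphaScreen signal from streptavidin donor and nickel chelate acceptor beads (10 ug/mL final each) bridging L3MBTL1 (50 nM) and biotinylated K9-monomethylated H3(1-15) peptide (75 nM), after 30 min compound exposure at room temperature.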
Tau fibril FP: qHTS for Inhibitors of Tau Fibril Formation, Fluorescence Polarization | K18 P301L tau heparin fibrillization, Alexa594 FP, 6 h | Potency, µM (highest dose often 57.7 µM), for inactives: top-dose activity, negative = inhibition, actives largely listed as inhibitors | 280,000 tested, 0.39% active; note: % is set by controls: 0 for no effect and ±100 for the full control effect; nearly all actives have a fitted effect of over 55% in size
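Steps: dispense K18 P301L tau (15 uM plus 0.24 uM Alexa 594 tracer, final) in pH 7 sodium acetate; add compound; add heparin (20 uM final); incubate 6 hr, 37 C; add ThT (30 uM final); after 1 hr ambient, read FP.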
TR SRC2 fluor cs: Total Fluorescence Counterscreen for Inhibitors of the Interaction of Thyroid Hormone Receptor and Steroid Receptor Coregulator 2; TRb/SRC2 Texas Red total fluorescence interference; Potency, µM (doses to about 106 µM), inactives show at the highest dose fluorescence change, negative = quenching; 280,000 tested, 0.29% active; active = well fitted curve in either direction with a large enough effect; inconclusive = small, poorly fitted or top-dose-only effect; note: % is set by controls: 0 for no effect and ±100 for the full control effect
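Human TRβ ligand-binding domain (0.6 uM) and Texas Red SRC2 peptide (20 nM) in Tris buffer with 1 uM T3 and 5% DMSO were incubated with pinned compound for 5 hr at ambient temperature. Total fluorescence was computed as S + 2P (555/632 nm).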
An asterisk follows results filed as active; i = inactive; ? = inconclusive; . = no result given; [ ] = another dose, or the depositor's remark. Unless noted, calls come from the whole dose curve; as a rule, active = well fitted curve in the direction sought with a large enough effect; inconclusive = small, poorly fitted or top-dose-only effect, or another doubt; inactive = no such curve, though single readings can be large; an effect the other way counts as inactive or inconclusive. Potency is the fitted concentration of half-maximal effect.

SMILES | HTT ATP protect | Tau fluor cs | TRb SRC2 PPI | RECQ1 helicase | Tau fibril ThT | L3MBTL1 inh | Tau fibril FP | TR SRC2 fluor cs
Cc1nn(C(=O)c2ccco2)c(C)c1Br | 6% | -5% | -4% | i | -15% | . | 2% | 3%
CCCc1ccc(C(=O)[C@@H]2[C@@H](C(C)=O)N3c4ccc(F)cc4C=C[C@@H]3[C@@]23C(=O)Nc2ccccc23)cc1 | 1%[10 µM] | -19% | 7% | 4% | ? | . | -5% | -2%
COC(=O)N1C2=C(c3ccccc3[C@@H]1CC(=O)Nc1ccc(Br)cc1)[C@@H]1C(=O)N(c3ccccc3)C(=O)[C@@H]1[C@H](C)C2 | -11%[10 µM] | -15%[11.6 µM] | 3%[11.2 µM] | i[11.5 µM] | 11%[11.5 µM] | . | -13%[11.6 µM] | -16%[11.2 µM]
FC(F)(F)c1cc(NC(=S)NC(c2ccccc2)c2ccccc2)cc(C(F)(F)F)c1 | . | -23% | 4% | 0% | 4% | . | ? | -1%
CCCOc1ccc(-c2csc(N)n2)cc1[N+](=O)[O-] | 12%[10 µM] | ? | 1% | ? | ? | -17% | ? | -24%
Cc1nc2ccccc2n1CC(=O)OCC(=O)NCCc1ccccc1 | -5% | -5% | -18% | -13% | -11% | . | 10% | -4%
O=C(NCc1nnc(SCC(=O)N2CCCc3ccccc32)o1)c1c(F)cccc1Cl | -35% | -11% | -3% | i | ? | . | -12% | -1%
CC1(C)Cc2c(c(=S)nc(-c3ccccc3)n2CCO)CO1 | 20µM* | -1% | 3% | -24% | 3% | -16% | 2% | -5%
CCOC(=O)C(CCc1nnc(N)s1)C(=O)OCC | -10% | 3% | 3% | -3% | -10% | -6% | 2% | 2%
Cc1cc(Br)c(OCC(=O)NN)c2c1CCC2 | -4%[10 µM] | -4% | -7% | -11% | -8% | 4% | 5% | 0%
CC(C)(Oc1cccc2ccccc12)C(=O)O | 4% | 3% | -10% | 11% | -2% | . | -1% | 1%
COc1ccc(CCNC(=O)c2ccc(N(C)S(=O)(=O)c3ccc(C)cc3)cc2)cc1 | . | -18% | -2% | -13% | -5% | -4% | ? | -1%
Cc1[nH]c2ccccc2c1C(=O)CNc1nccs1 | -12%[10 µM] | 6% | 4% | 7% | 2% | -23% | 8% | -1%
Cc1cc(C)c(NS(=O)(=O)c2ccc(Cl)c(C(=O)O)c2)c(C)c1 | 9%[10 µM] | -15% | 3% | -7% | -11% | . | -9% | -2%
CCc1ccc(Cn2c(CNS(=O)(=O)c3ccc(Cl)s3)nc3cccnc32)cc1 | . | -7% | 6% | . | -1% | . | -4% | -8%
CCN(CC)CCN(C(=O)c1ccc(C(C)=O)cc1)c1nc2ccc(Cl)cc2s1 | -39% | -2% | 4% | -4% | 7% | . | -5% | 0%
C=CCOC(=O)COc1ccc2c(C)c(C)c(=O)oc2c1 | -5% | 1% | -5% | i | -10% | 8% | 7% | -2%
COc1ccc2nc(N/C(=N/S(=O)(=O)c3cccs3)c3ccccc3Cl)sc2c1 | -12% | -9% | -6% | 0% | -15% | 10% | 7% | -2%
O=C(c1ccccc1NS(=O)(=O)c1ccc2c(c1)OCCO2)N1CCOCC1 | 23%[10 µM] | -2% | -9% | -1% | -5% | ? | -3% | 1%
CC(NC(=O)c1cn(C(C)c2ccccc2F)nn1)c1ccncc1 (centres undefined) | -8%[10 µM] | 6% | 1% | 17% | -3% | 2% | 2% | 1%
O=C(CNC(=O)Cc1ccccc1)NCC(=O)OCC(=O)c1cccc2ccccc12 | 4% | -13% | -15% | 0% | -15% | . | 9% | 0%
CN(Cc1ccccc1)S(=O)(=O)c1cccc2nsnc12 | -32%[inhibitor] | -14% | -2% | -7% | -3% | . | -6% | -1%
CC(=O)c1cccc(NC(=O)c2cc(-n3cnnc3)ccc2Cl)c1 | -2% | 3% | -15% | 15% | 4% | . | 4% | 0%
c1ccc(CN2CCN(CCOCCOc3cccc4ccccc34)CC2)cc1 | . | -1% | 0% | i | -10% | -10% | 11% | 0%
Cc1ccc(OCc2ccc(C(=O)NCC3CCCO3)cc2)cc1 (centres undefined) | . | 1% | -2% | i | -6% | 4% | 5% | -2%

Five entries out of the list, ordered by molar mass, smallest number first:
SMILES | HTT ATP protect | Tau fluor cs | TRb SRC2 PPI | RECQ1 helicase | Tau fibril ThT | L3MBTL1 inh | Tau fibril FP | TR SRC2 fluor cs
CCOC(=O)C(CCc1nnc(N)s1)C(=O)OCC | -10% | 3% | 3% | -3% | -10% | -6% | 2% | 2%
CC(=O)c1cccc(NC(=O)c2cc(-n3cnnc3)ccc2Cl)c1 | -2% | 3% | -15% | 15% | 4% | . | 4% | 0%
c1ccc(CN2CCN(CCOCCOc3cccc4ccccc34)CC2)cc1 | . | -1% | 0% | i | -10% | -10% | 11% | 0%
O=C(CNC(=O)Cc1ccccc1)NCC(=O)OCC(=O)c1cccc2ccccc12 | 4% | -13% | -15% | 0% | -15% | . | 9% | 0%
COc1ccc(CCNC(=O)c2ccc(N(C)S(=O)(=O)c3ccc(C)cc3)cc2)cc1 | . | -18% | -2% | -13% | -5% | -4% | ? | -1%

New compounds follow.
SMILES | HTT ATP protect | Tau fluor cs | TRb SRC2 PPI | RECQ1 helicase | Tau fibril ThT | L3MBTL1 inh | Tau fibril FP | TR SRC2 fluor cs
COc1ccc(C(=O)Cn2nnc(-c3ccccc3NC(=O)C3CCCCC3)n2)cc1 | -20% | ? | -8% | i | 4% | . | ? | -6%
O=C(NCCc1cccs1)c1ccc(Cn2c(SCc3ccccc3)nc3cccnc32)cc1 | . | ? | -5% | . | ? | . | 5% | 7%
CCn1c(SCC(=O)Nc2ccc(OCc3ccccc3)cc2)nnc1-c1ccco1 | -14% | -26% | -14% | -10% | ? | -10% | 5% | -1%
CCCOc1ccc(N2C(=O)CC(N3CCC(c4nc5ccccc5o4)CC3)C2=O)cc1 (centres undefined) | -5% | -3% | -2% | i | -13% | -1%[11.4 µM] | 3% | -1%
COC(=O)c1cc(NS(=O)(=O)c2ccc(NCc3cccnc3)c(N)c2)cc(C(=O)OC)c1 | 11%[10 µM] | -27% | 10% | -2% | -5% | -7% | 7% | -9%
Cc1ccc(OCC(=O)O/N=C(\N)c2ccccn2)cc1 | -48%[inhibitor] | -11% | -7% | i | -13% | -7%[11.4 µM] | -10% | -4%
CCOc1cc(C2NC(=O)c3c(sc4c3CCN(C)C4)N2)ccc1OC(=O)c1ccc(F)cc1 (centres undefined) | . | -13% | 0% | . | ? | . | 2% | -1%
COc1ccc(CN(Cc2ccco2)C(=O)COc2ccc(Cl)cc2C)cc1 | . | -23% | -1% | . | ? | . | 3% | 1%
C#CCNc1ccc([N+](=O)[O-])cc1 | -12% | -8% | 6% | i | ? | . | 1% | -3%
CC(C)OC(=O)c1c2nc3ccccc3nc2n2c1[nH]c(=O)c1ccccc12 | -28%[10 µM] | -6% | -10% | -2% | 0% | 3% | 3% | -3%
COc1ccc(Br)c(OC)c1C(=O)NC(=O)Nc1nc(C)cc(C)n1 | 13%[10 µM] | -5% | -6% | 8% | -6% | 8% | -5% | 0%
COc1ccc(CCNc2ccc(C(=O)O)cc2[N+](=O)[O-])cc1OC | -11% | -8% | 3% | 2% | ? | . | -2% | -4%
COC(=O)[C@@]1(Cc2ccccc2)[C@@H]2[C@@H](CC(=O)[C@H]2CC(=O)C(=O)N(C)C)CN1C(=O)c1ccccc1 | ? | -2% | 5% | i | -4% | . | 1% | 2%
CCN(C(=O)c1cc2c(s1)-c1c(C)cccc1OC2)c1cc(C)ccc1C | . | -27% | 0% | . | ? | . | -1% | ?
NNc1nc(-c2ccccc2)c2cc(Cl)ccc2n1 | 1%[10 µM] | -17% | -6% | -7% | ? | -22% | 11% | -2%
CCc1ccc(NC(=S)Nc2ccc3cn[nH]c3c2)cc1 | . | -30% | 2% | -3% | ? | 1% | -14% | -2%
COc1ccc(CCNC(=S)NC2CCN(Cc3ccccc3)CC2)cc1OC | -39%[inhibitor] | -3% | 12% | 26% | 9% | -21% | 6% | -2%
COC(=O)c1c(NC(C)=O)sc(C(=O)Nc2ccccc2OC)c1C | 10%[10 µM] | -15% | -3% | i | -14% | 2% | -2% | -4%
CCCc1cc2c(n1Cc1ccc(OC)cc1)C(C)C1CN(C(=O)c3ccccc3)C(C)(C(=O)OC)C21 (centres undefined) | 6% | -10% | 7% | -2% | -3% | . | -8% | 0%
O=[N+]([O-])c1ccc(COn2nnc3ccccc32)cc1 | -28% | -15% | 5% | i | ? | -1% | -6% | -3%
Cc1ccc(C[C@H](C(=O)O)N2C(=O)c3ccc(C(=O)O)cc3C2=O)cc1 | . | . | -6% | -6% | . | 5% | . | -1%
Cc1cc(N2CC(C)OC(C)C2)nc(C(C)C)n1 (centres undefined) | 7%[10 µM] | 5% | 0% | -1% | 4% | 9% | -2% | -5%
COc1ccc(C2c3c(-c4ccccc4)n[nH]c3C(=O)N2c2ccc(C(=O)O)cc2)c(OC)c1 (centres undefined) | . | -7% | 4% | . | -9% | . | 1% | -1%
O=C(NCCc1nnc2ccc(NCc3ccc(F)cc3)nn12)c1ccccc1 | 12% | -6% | 4% | -3% | 5% | . | -1% | -3%

An excerpt; the hit share may differ from the screen's.
